Source: PubChem
CRFBP-R2 block = antagonists of CRF-BP/CRF-R2 complex, primary screen, cell-based, HEK293, calcium dye fluorescence, uHTS; 0.59% of 350,000 active; inhibition, % at 11.8 µM; CRF-induced calcium fluorescence;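 active means inhibition of the ligand-induced calcium signal above about 50% at the single tested concentration, limit read from the data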
IDE cell activ = human IDE activators in live cells, primary screen, fluorescence polarization, HEK cells, FAbeta-B substrate. FAbeta-B cleavage; 0% vehicle, 100% cell-free pure enzyme wells. activation, % at 5.96 µM. 0.073% of 340,000 active. AID 493087, 2011;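 active means activation above the mean of all tested compounds plus 3 SD, set per screening campaign, cut at about 17% in these data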
CRFBP-R2 agonist = agonists of CRF-BP/CRF-R2 complex, primary screen, cell-based, HEK293, calcium dye fluorescence, uHTS | 0.46% of 350,000 active | calcium dye fluorescence (FLIPR); percent of saturating CRF peptide response | activation, % at 13.2 µM | AID 588473, 2011 | CRF-binding protein / CRF receptor 2 complex (human);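 active means activation of at least 50%, plus an integration ratio under a set limit after plate pattern correction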;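 further: plate controls were neutral control wells without compound for no effect and CRF at EC100 for full effect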
IDE cell inh = human IDE inhibitors in live cells, primary screen, fluorescence polarization, HEK cells, FAbetaB substrate | Insulin-degrading enzyme (Homo sapiens), P14735 | FAbetaB cleavage | inhibition, % at 5.59 µM | 0.41% of 320,000 active;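 active means percent inhibition above the average of all tested compounds plus 3 SD, set per screening campaign, cut at about 16% in these data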;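 further: IDE supplied by intact live HEK cells; FP after avidin binding of uncleaved biotin substrate so inhibition keeps polarization high; 0% = DMSO wells and 100% = 60 µM reference IDE inhibitor Ii1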
pCIP destab = p/CIP-EGFP fusion destabilizers, primary screen, fluorescence, F442A cells; 16 h; AID 1984, 2009; 0.01% of 290,000 active; Q05BA5; decrease of EGFP signal, % at 10 µM;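 active means EGFP signal decrease of at least 30% at 10 µM or well 3 SD below plate mean, unless failing retest; inactive means the rest, including hits failing retest or dose response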; further: some compounds called inactive have numbers as strong as hits; many of its hits are not listed in these tables
MEKK3 PB1 HTS = modulators of MEKK3-MEK5 PB1 binding, primary screen, biochemical, wildtype MEKK3, multiplex bead flow cytometry, Alexa488-MEK5 | Mitogen-activated protein kinase kinase kinase 3 (Homo sapiens), Q99759 | bead-based flow cytometry, Alexa488-MEK5 binding to MEKK3; actives lie on both sides; 0 = blocked by unlabeled MEK5, 100 = vehicle | binding response (% of control), % at 10 µM | 1.4% of 290,000 active;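 active means binding response more than 3 SD above or below the average of its plate-row segment, actives on both sides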;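 further: Alexa488 bead fluorescence after subtracting the streptavidin-only scavenger bead signal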
CHRM4 PAM = human M4 muscarinic receptor positive allosteric modulators, primary screen, CHO-K1 cells, Fluo-8 calcium fluorescence. 0.4% of 360,000 active. activation, % at 3 µM. AID 624126, 2012. CHO-K1 hM4/Gqi5, ACh EC20; 0% = ACh EC20, 100% = maximal ACh. Muscarinic acetylcholine receptor M4 (Homo sapiens), P08173;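 active means activation above its plate's cutoff, the mean activation of sample wells plus 3 SD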; further: some results filed as inactive read as strong as hits
Target sequence (P08173 whole entry, looked up): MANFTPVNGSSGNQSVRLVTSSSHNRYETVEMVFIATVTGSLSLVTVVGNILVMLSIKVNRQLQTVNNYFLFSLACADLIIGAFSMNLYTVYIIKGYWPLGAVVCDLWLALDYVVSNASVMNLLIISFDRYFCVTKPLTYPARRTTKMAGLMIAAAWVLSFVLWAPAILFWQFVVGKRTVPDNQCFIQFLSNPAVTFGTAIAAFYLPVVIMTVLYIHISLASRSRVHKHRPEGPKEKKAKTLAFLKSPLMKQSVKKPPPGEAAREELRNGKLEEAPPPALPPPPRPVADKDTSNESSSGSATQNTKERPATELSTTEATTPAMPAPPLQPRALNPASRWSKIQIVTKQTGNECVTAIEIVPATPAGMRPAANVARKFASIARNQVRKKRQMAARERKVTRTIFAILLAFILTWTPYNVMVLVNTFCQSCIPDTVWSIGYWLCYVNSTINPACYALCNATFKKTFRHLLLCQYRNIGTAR
PHOSPHO1 block = PubChem AID 1565; Phosphoethanolamine/phosphocholine phosphatase (Homo sapiens), Q8TCT1; 1.1% of 290,000 active; recombinant PHOSPHO1, absorbance phosphatase assay; inhibition, % at 13.3 µM; in the data active means inhibition above about 60%
Target sequence (Q8TCT1 whole entry, looked up): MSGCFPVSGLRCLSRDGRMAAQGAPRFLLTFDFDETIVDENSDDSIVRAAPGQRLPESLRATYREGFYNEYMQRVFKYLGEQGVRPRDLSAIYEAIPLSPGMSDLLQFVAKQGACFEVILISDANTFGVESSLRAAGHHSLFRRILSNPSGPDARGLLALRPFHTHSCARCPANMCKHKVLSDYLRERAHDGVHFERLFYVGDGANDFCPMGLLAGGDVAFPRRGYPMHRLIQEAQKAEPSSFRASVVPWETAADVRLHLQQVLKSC
GalR3 antagonist = GalR3 antagonists in HEK293 cells, primary screen, cell-based, fluorescence readout | Galanin receptor type 3 (Homo sapiens), O60755 | HEK293 GalR3-CNG cAMP membrane potential fluorescence; galR3 body fused to GalR1 C-terminus | inhibition, % at 3 µM | 0.44% of 360,000 active | AID 651719, 2012;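 active means inhibition above the screen-wide average plus 3 SD, cut at about 13% in these data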;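 further: forskolin and galanin both at EC90 stimulate the cells; cAMP rise reported by CNG channel membrane potential dye signal; 0% = forskolin plus galanin with DMSO and 100% = forskolin alone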
Target sequence (O60755 1-299 limits assumed): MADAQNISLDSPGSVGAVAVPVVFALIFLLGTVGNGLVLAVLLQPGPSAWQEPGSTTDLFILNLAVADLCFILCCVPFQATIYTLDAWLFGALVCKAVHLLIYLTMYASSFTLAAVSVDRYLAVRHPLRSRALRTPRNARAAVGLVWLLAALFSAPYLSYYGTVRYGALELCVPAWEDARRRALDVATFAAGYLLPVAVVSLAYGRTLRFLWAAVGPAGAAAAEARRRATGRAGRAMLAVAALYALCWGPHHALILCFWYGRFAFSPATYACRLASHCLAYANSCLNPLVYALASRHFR
* marks the source's active call; other numbers are inactive results; x = not tested or not shown. Hits appear at their usual frequency; overall some 4.2% were active at least once.

SMILES	CRFBP-R2 block	IDE cell activ	CRFBP-R2 agonist	IDE cell inh	pCIP destab	MEKK3 PB1 HTS	CHRM4 PAM	PHOSPHO1 block	GalR3 antagonist
COCc1nnc(NC(=O)COc2ccc3c(c2)OCO3)s1	-13	6	-0.7	-2	-2	103	-2	3	-11
CC1=C(C(=O)Nc2ccccc2Cl)C(c2ccc(N(C)C)cc2)NC(=O)N1 (stereo unspecified)	-13	-1	6.5	3	-10	97	-1	28	1
O=C(Cc1ccccc1F)OCC(=O)N1CCN(C(=O)c2ccco2)CC1	3	-1	-2.0	6	-12	103	-2	17	-2
Oc1cccc(/C=N/N2CCCCC2)c1O	-1	1	0.7	7	7	98	2	14	-9
Cc1ccc(NC(=O)CCNS(=O)(=O)c2ccc3c(c2)oc(=O)n3C)c(C)c1	13	8	1.3	0	3	102	-1	9	x
O=C(Oc1cccc(NC2=NS(=O)(=O)c3ccccc32)c1)c1ccncc1	-5	4	-1.8	0	-8	94	2	34	-4
CCOC(=O)c1ccc(NC(=O)CCNS(=O)(=O)c2ccc3c(c2)oc(=O)n3C)cc1	-4	5	1.2	-2	-2	99	16	4	-6
COCCCNC(=S)Nc1cc2oc3ccccc3c2cc1OC	2	4	0.9	x	-12	102	18	38	-2
Cc1nc2sccn2c(=O)c1S(=O)(=O)NCCc1ccc(Cl)cc1	-7	-3	0.4	10	-21	100	0	33	0
CC1Cc2ccccc2N1C(=O)CN(C)S(=O)(=O)c1cccc2cccnc12 (stereo unspecified)	-9	-4	-1.4	3	0	103	-4	-7	-2
CCN(CC(=O)Nc1ccc2c(c1)OCCO2)C(=O)CSCC(=O)Nc1ccc(C)cc1	-8	2	-0.6	-5	x	x	3	x	1
O=Nc1c(-c2c(O)[nH]c3cc(Br)ccc23)[nH]c2ccccc12	36	-21	-0.5	6	-9	88	-4	10	x
CCCCn1c(N)c(N(CCOC)C(=O)CSc2nnc(C)n2-c2ccc(OC)cc2)c(=O)[nH]c1=O	-1	-2	0.3	6	x	x	3	x	-4
O=C(COc1ccccc1)NC1CCSC1=O (stereo unspecified)	2	4	-0.3	1	-8	103	3	37	3
CCCc1ccc(OC(=O)c2ccc(O)cc2Cl)cc1	13	7	0.1	-3	0	126	2	-7	-3
CC(=O)Cn1cnc2c(cnn2-c2ccc(F)cc2)c1=O	-6	x	-0.3	x	x	x	4	x	2
CN1CCN(C(=O)c2cccc(-c3cc(O)c4ncccc4c3)c2)CC1	-7	1	-2.1	-3	x	x	15	x	-1
O=C(c1cccs1)N1CCN(C(=O)C(c2ccccc2)c2ccccc2)CC1	-6	-1	1.6	3	-13	98	3	33	-3
C[C@H](CO)N1C[C@H](C)[C@@H](CN(C)C(=O)Nc2ccc(C(F)(F)F)cc2)Oc2c(NS(=O)(=O)c3ccccc3)cccc2C1=O	-4	0	0.7	1	x	x	1	x	-4
COc1ccc(NC(=O)CN(C)C(=O)Cc2ccc(S(=O)(=O)N3CCOCC3)s2)cc1	8	1	-0.6	-4	x	x	6	x	-5
Cc1cccc(Nc2nc(-c3sc(C)nc3C)cs2)c1	4	-5	-1.0	6	-1	103	-2	40	-8
Cc1cc(COc2ccccc2)oc1C(=O)O	2	2	-1.3	-1	-4	101	-1	8	-11
Cc1cc(C)c(C(=O)COC(=O)[C@H](C)Nc2ccc(C(F)(F)F)cc2[N+](=O)[O-])c(C)c1	28	-1	1.2	-6	-1	102	-8	6	-1
COc1ccc(C)cc1NC(=O)COC(=O)c1c(C)nn(-c2ccccc2)c1C	8	2	0.2	-2	x	x	5	x	-2
C#CC(C)(CC)NC(=O)Cn1nnc(-c2ccc(S(C)(=O)=O)cc2)n1 (stereo unspecified)	21	2	-0.4	1	-7	101	0	2	5
COc1ccccc1C(=O)COC(=O)C(CCSC)NC(=O)COc1ccccc1 (stereo unspecified)	11	1	-0.5	2	x	x	-5	x	-4
CSc1nnc(N2C(=O)C(O)=C(C(=O)c3ccco3)C2c2cccc(Cl)c2)s1 (stereo unspecified)	-21	-6	23	29*	-19	101	4	19	-1
CC(C)c1nc2cc(C(=O)N3CCN(c4cnccn4)CC3)ccc2o1	15	0	0.2	-4	-25	107	4	14	-2
O=C(CSCc1nc2c(nnn2Cc2ccc(F)cc2)c(=O)[nH]1)Nc1c(Cl)cc(Cl)cc1Cl	-8	8	1.1	5	-13	103	-4	24	3
COc1ccc(-c2cc3ccc(F)cc3cn2)cc1	-5	-2	-1.8	6	x	x	9	x	-6
CC1=CC(C)(C)n2c(O)c(N=N)c3cc(C)cc1c32	-40	-2	0.0	4	-15	141*	-2	0	12
COC(=O)c1cccnc1-n1c(=O)c2cccnc2n(CC(=O)Nc2ccc(Br)cc2)c1=O	-18	5	-1.9	0	-14	103	6	7	-7
Cc1c(NC(=O)c2cccs2)cccc1NC(=O)c1cccs1	-3	6	-2.3	x	0	99	12	13	-2
Cc1cc(N2CCCC(C(=O)Nc3cccc4ccccc34)C2)n2ncnc2n1 (stereo unspecified)	-14	5	-0.9	6	-5	102	-2	-10	-1
CN(C)c1ccc(/C=N/NC(=O)CN2CCCCC2)cc1Br	9	9	-1.1	3	-2	107	-4	8	-8
Cc1sc2ncnc(SCC(=O)c3ccc4c(c3)OCCO4)c2c1-c1ccccc1	14	8	9.7	-1	-1	96	4	-14	-1
C#CCN1N=C(c2ccc(C)cc2)CSC1=O	10	x	-0.8	2	x	x	4	x	2
Cc1ccc(-n2ncc3c(=O)n(CC(N)=O)cnc32)cc1C	-1	4	-0.5	1	6	98	4	29	-9
CCCCn1c(N)c(N(CCOC)C(=O)c2cccc(S(=O)(=O)N(C)c3ccccc3)c2)c(=O)[nH]c1=O	0	4	-1.0	2	x	x	0	x	-3
COc1ccc(N(CC(=O)NCc2ccco2)S(=O)(=O)c2ccccc2)cc1	-10	-1	-2.1	7	-11	89	5	-3	-5
Cc1cc(=O)n2nc(N3CCC(C(=O)NCc4cccc(Br)c4)CC3)sc2n1	-1	3	0.3	4	-10	99	-3	33	-6
Cc1ccsc1C(=O)OCC(=O)NC1CCCCC1	6	x	0.3	x	x	x	5	x	-3
O=C(/C=C\c1ccco1)Nc1cc([N+](=O)[O-])ccc1F	-20	1	0.2	5	-7	109	9	-8	-10
Cc1ccc(CCNC(=O)c2nn(C)c3c2CS(=O)(=O)c2ccccc2-3)cc1	-5	3	-1.7	1	-5	100	0	47	-9
N#Cc1ccccc1S(=O)(=O)N1CCN(C(=O)Cc2coc3cc(O)ccc23)CC1	5	-4	4.1	1	x	x	-1	x	-2
CC(=O)Nc1cccc(CCc2nc3ccccc3[nH]2)c1	6	2	2.0	7	0	103	-2	46	-10
CS(=O)(=O)c1ccc2nc(NC(=O)CN3CCOCC3)sc2c1	-3	-3	2.1	0	-14	109	-1	8	-9
CCOc1cc(CN2CCCC(CO)(Cc3ccc(F)cc3F)C2)ccc1OC (stereo unspecified)	-1	0	4.5	2	-5	102	2	x	-1
CCCC(=O)Nc1cc(S(=O)(=O)N2CCCCC2)ccc1N1CCOCC1	3	5	-0.4	-4	x	x	-2	x	3
O=C(NNc1ccc([N+](=O)[O-])cc1)C1CC2CCCC(C1)C2=O (stereo unspecified)	-1	5	-2.6	-10	-2	101	-9	32	-2
CCN(Cc1nc2cc(Cl)ccc2c(=O)[nH]1)C(=O)c1cc2c(s1)CCCCC2	-8	5	1.4	x	x	x	-1	x	5
Cc1ccc2nc(SCC(=O)Nc3cccc(S(=O)(=O)NC4=NCCCCC4)c3)[nH]c2c1	-9	-5	-1.0	7	-5	98	-7	24	0
O=C(Cn1nc(C(=O)O)c2ccccc2c1=O)NCc1ccco1	6	5	-0.5	4	7	73	4	0	-3
O=[N+]([O-])c1ccc(NCCNS(=O)(=O)c2ccccc2)cc1	32	0	1.7	-3	1	94	-5	27	1
COc1cccc(-c2cc(C(=O)N3CCCc4ccccc43)no2)c1	-21	-6	4.0	2	-1	94	-1	6	-5
C/C(CCN1CCCCc2nc(C)c(C)cc21)=N\O[C@@H](C)CN1CCCCc2nc(C)c(C)cc21	x	x	x	2	-1	99	x	-4	x

The results go on:
SMILES	CRFBP-R2 block	IDE cell activ	CRFBP-R2 agonist	IDE cell inh	pCIP destab	MEKK3 PB1 HTS	CHRM4 PAM	PHOSPHO1 block	GalR3 antagonist
CCc1nc2ccccc2n1CC(O)COCC1CC=CCC1 (stereo unspecified)	-6	4	-0.4	0	-8	101	0	21	-1
COc1ccc(N2C(=O)CC(Sc3nc4ccccc4s3)C2=O)cc1 (stereo unspecified)	-2	-9	-2.2	2	-5	104	-7	-46	1
CCOCCCNC(=O)C(NC(=O)c1cnccn1)c1ccc(C)cc1 (stereo unspecified)	2	5	-0.5	6	-15	99	0	-11	-3
O=C(Nc1ccccc1)N1N=CCC1c1ccccc1 (stereo unspecified)	20	1	-1.0	x	-5	104	4	8	-3
CN(Cc1ccccc1)C(=O)CCNC(=O)Cn1cnc2ccccc2c1=O	2	2	-0.2	0	-2	97	1	16	1
CC(C)CCn1c(CN2CCN(Cc3ccccc3)CC2)nc2c1c(=O)n(C)c(=O)n2C	-8	0	-0.5	-3	-7	106	-6	-2	-1
Cc1cc(C)n2ncc(/C(N)=N/OC(=O)c3ccccc3F)c2n1	0	-2	1.6	-2	-17	97	-8	32	0
CC(C)(C)OC(=O)N1CCC[C@H]1C(=O)Nc1ccc(C#N)cc1	0	1	2.2	6	-4	97	-1	2	-10
Cc1ccc(S(=O)(=O)Nc2cccc(-n3cnnn3)c2)cc1C(=O)O	0	-3	-1.8	-7	-1	95	4	19	-3
Cc1cccc(OCCN2C(=O)C(=O)c3cc(C)ccc32)c1	-3	0	-2.8	6	-14	99	-5	6	3
COc1ccc(C(=O)Nc2nc(-c3cccs3)c(NC(C)=O)s2)cc1	26	-7	-0.1	13	1	112	-5	-3	-2
COc1ccc(COc2cccnc2N)cc1	-12	-2	0.2	-1	7	98	27	-6	-1
Cn1c(=O)n(-c2cccc(Cl)c2)c(=O)n1C	4	1	-0.7	2	-6	104	21	14	6
CN(C)S(=O)(=O)Nc1cccc(-c2cn3c(n2)SCC3)c1	-3	6	-1.2	4	4	102	-2	-9	-4
Cn1nc(-c2ccc(Cl)cc2)c2cc(C(=O)NCCCN3CCCC3)sc21	4	3	-0.3	0	8	105	13	-7	2
CC(=O)c1ccc2c3c(cc(C)c2c1)CCCC3	-9	6	3.0	x	x	x	6	x	-5
CCCCc1nc2n[nH]c(N)c2c2c1CSC(C)(C)C2	-48	4	0.0	3	0	109	0	5	-2
Cc1ccc(N2CC(=O)N(CC(=O)O)C2=O)cc1	-23	3	0.5	-2	16	63	-2	14	-3
O=S(=O)(NCCN1CCOCC1)c1ccc(Oc2ccccc2Cl)cc1	3	4	-0.5	-1	-8	96	-10	40	-8
Cc1nn(C)cc1NC(=O)c1cc2nc(-c3ccco3)cc(C(F)(F)F)n2n1	6	-3	-2.0	2	-15	104	19	14	-5
